# Compound activity from PubChem BioAssay.
# AddAB inh = growth inhibition of E. coli expressing H. pylori AddAB, primary screen, AddAB inhibitor project, absorbance | actives 0.29% (n = 330,000) | inhibition, % at 11.9 µM | AID 435030, 2010; in the data active = inhibition above about 12%;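 note: 0% = vehicle wells of infected cells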
# HTR5A inv ag = HTR5A inverse agonists in luminescence cell assay, primary screen, counter-screen for OPRM1-OPRD1 heterodimer inverse agonist project, full-deck HTS | 5-hydroxytryptamine receptor 5A (Homo sapiens), P47898 | HTR5A cell line, inverse agonism | inhibition, % at 9.3 µM | actives 0.083% (n = 340,000) | AID 504634, 2011; in the data active = inhibition mostly above about 23%, no sharp cut-off; inactive = mostly below about 18%;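 note: 0% = cells with DMSO and 100% = no-cell wells with DMSO; some compounds called inactive have numbers as strong as hits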
# Target sequence (P47898 whole entry, looked up): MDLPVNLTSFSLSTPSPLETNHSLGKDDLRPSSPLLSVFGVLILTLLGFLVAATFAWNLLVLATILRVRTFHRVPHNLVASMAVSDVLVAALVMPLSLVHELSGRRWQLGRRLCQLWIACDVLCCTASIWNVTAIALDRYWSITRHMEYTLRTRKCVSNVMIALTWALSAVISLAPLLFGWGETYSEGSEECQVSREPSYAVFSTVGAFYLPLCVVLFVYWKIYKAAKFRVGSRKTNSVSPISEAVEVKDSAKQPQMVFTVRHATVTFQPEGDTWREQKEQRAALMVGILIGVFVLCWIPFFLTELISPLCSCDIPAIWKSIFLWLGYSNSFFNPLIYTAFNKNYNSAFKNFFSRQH
# Tat export inh = E. coli Tat export inhibitors, primary screen, MC4100, TorA-mCherry reporter, fluorescence, single point. inhibition, % at 10 µM. actives 0.036% (n = 340,000). AID 488895, 2010;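 active = mean replicate inhibition at least 50% and at least half of replicates individually reaching 50%; inconclusive = only one of the two criteria met; inactive = neither criterion met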;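 note: exported cargo escapes ClpAP degradation while cytoplasmic cargo is degraded and loses fluorescence; 0% = median of neutral control wells and 100% = median of NaSCN control wells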
# phage Ecoli inh = growth loss of phage-infected E. coli, primary screen, RecBCD inhibitor project, absorbance, with phage, HTS. inhibition, % at 11.9 µM. actives 0.26% (n = 360,000). AID 651602, 2012; in the data active = inhibition above about 11%
# CDK5 p35 inh = inhibitors of human CDK5/p35 kinase, primary screen, biochemical, single concentration; inhibition, % at 10 µM; actives 0.01% (n = 330,000); Recombinant CDK5/p35, ADP-Glo luminescence, 60 min;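 active = highest replicate inhibition of at least 50% and at least 75% of replicates reaching 50%; inconclusive = only one of the two criteria met; inactive = both criteria failed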;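 note: plate controls were DMSO neutral control for no effect and GW8510 at 10 µM for full effect; many of its hits are not listed in these tables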
# Target sequence (Q00535 whole entry, looked up): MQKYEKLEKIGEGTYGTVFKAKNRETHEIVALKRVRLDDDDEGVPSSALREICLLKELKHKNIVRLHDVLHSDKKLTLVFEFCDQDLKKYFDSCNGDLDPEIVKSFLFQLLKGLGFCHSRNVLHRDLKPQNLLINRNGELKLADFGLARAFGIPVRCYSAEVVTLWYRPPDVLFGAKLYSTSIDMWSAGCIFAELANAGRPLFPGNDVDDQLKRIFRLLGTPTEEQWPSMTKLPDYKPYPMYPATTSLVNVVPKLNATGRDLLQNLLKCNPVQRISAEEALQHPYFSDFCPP
# Target sequence (Q15078 whole entry, looked up): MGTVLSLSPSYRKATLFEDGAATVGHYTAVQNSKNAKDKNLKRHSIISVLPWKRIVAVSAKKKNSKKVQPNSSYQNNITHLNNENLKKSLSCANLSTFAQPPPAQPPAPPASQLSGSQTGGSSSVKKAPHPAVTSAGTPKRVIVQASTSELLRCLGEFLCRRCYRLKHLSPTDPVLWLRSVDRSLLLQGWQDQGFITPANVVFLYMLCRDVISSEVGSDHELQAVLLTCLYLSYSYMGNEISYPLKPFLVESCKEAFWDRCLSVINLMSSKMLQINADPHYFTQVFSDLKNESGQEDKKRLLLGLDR
# E coli growth = E. coli V3065 growth inhibition, primary screen, counter-screen for AddAB inhibitor project, absorbance, OD600; actives 0.27% (n = 330,000); 18 h; AID 449728, 2010; inhibition, % at 11.9 µM;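 active = inhibition above the campaign's mean inhibition across all tested compounds plus 3 SD, cut at about 9.9% in these data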;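 note: uninfected addAB+ strain grown without phage in ampicillin broth; 0% = DMSO wells and 100% = ciprofloxacin 0.95 µg/ml wells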
# Mot1-301 SUMO = yeast Mot1-301 growth rescue at high temperature, primary screen, SUMOylation pathway inhibitor project, S. cerevisiae, ATP luminescence, 38.5C; S. cerevisiae Mot1-301 growth rescue; percent above DMSO median, 100 means doubled; growth rescue, % at 18.8 µM; actives 1% (n = 320,000); AID 2716, 2010;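 active = every valid replicate shows activation above 250% relative to neutral control wells; inactive = the rest, any valid replicate at or below 250%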;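 note: OY570 slx delta 5 strain wells were the positive control but not used for scaling; some compounds called inactive have numbers as strong as hits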
# DAGLB inh = DAGLB lipase inhibitors, primary screen, biochemical, fluorescence, HTS | inhibition, % at 5.17 µM | actives 0.059% (n = 340,000) | Diacylglycerol lipase-beta (Homo sapiens), Q8NCG7 | HEK293T DAGLB membrane lysate, EnzChek fluorogenic substrate | AID 504411, 2011; in the data active = inhibition above about 34%;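 note: 0% = enzyme with vehicle and 100% = wells lacking enzyme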
# HTR5A ag ctr = HTR5A agonists in luminescence cell assay, primary screen, counter-screen for OPRM1-OPRD1 heterodimer agonist project, full-deck HTS. 5-hydroxytryptamine receptor 5A (Homo sapiens), P47898. cell-based. activation, % at 9.3 µM. actives 0.61% (n = 340,000); in the data active = activation mostly above about 9.5%, no sharp cut-off; inactive = mostly below about 7.6%;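 note: 0% = cells with vehicle only and 100% = reference agonist; strong numbers were not always called active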
# PKA-R2B act = activators of PKA-R2B holoenzyme, primary screen, biochemical, fluorescence polarization, Cy5-IP20, human; cAMP-dependent protein kinase catalytic subunit beta (Homo sapiens) + cAMP-dependent …; PKA-R2B holoenzyme dissociation; R2B truncated from residue 108, S112A mutant; 0% DMSO only, 100% 113 µM cGMP; activation, % at 11.4 µM; actives 0.079% (n = 340,000);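 active = activation above a cutoff set at the mean over all compounds plus 3 SD, cut at about 18% in these data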;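 note: higher means more holoenzyme dissociation and a rise in polarization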
# PKA-R1A activ = activators of PKA-R1A holoenzyme, primary screen, biochemical, fluorescence polarization, Cy5-IP20, bovine R1A, mouse PKAc. cAMP-dependent protein kinase type I-alpha regulatory subunit (Bos taurus) + …. PKA-R1A dissociation; scaled: DMSO 0%, 113 µM cGMP 100%. activation, % at 11.4 µM. actives 0.083% (n = 340,000). AID 504707, 2011;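 active = percent activation above the mean of all tested compounds plus 3 SD, cut at about 19% in these data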;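 note: higher means more PKAc released from R1A so a rise in polarization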
# * = called active by the depositor; ? = inconclusive; · = not tested or not shown.
SMILES,AddAB inh,HTR5A inv ag,Tat export inh,phage Ecoli inh,CDK5 p35 inh,E coli growth,Mot1-301 SUMO,DAGLB inh,HTR5A ag ctr,PKA-R2B act,PKA-R1A activ
CCSC1=NCCN1C(=O)C(C)(C)Oc1ccc(Cl)cc1,2.5,6,5,-0.9,0.1,-1.8,-11,-4,3,-10,-4
CCC(=O)c1cccc2c1N=CC1=C(CC(C)(C)CC1=O)N2,-0.9,8,-3,-1.2,-0.2,-2.1,2,-5,2,2,0
CCN(CC(=O)Nc1ccc(OC)cc1)CC(=O)Nc1ccc2c(c1)OCO2,-1.1,-10,-8,1.2,0.6,-3.4,-7,0,4,1,-1
NC(=O)c1ccc(NC(=O)C#Cc2ccccc2)cc1,1.2,-3,4,0.2,1.3,0.5,28,1,1,-1,-11
COc1ccc(C(=O)N2CCCN(C)CC2)c(OC)c1,·,-5,-6,-0.7,-0.2,·,-5,0,0,7,-2
COc1ccc2c(c1)CC/C(=C\c1ccc(OC)c(Cn3cccn3)c1)C2=O,0.9,-14,8,-0.1,-0.6,-1.1,-1,-9,5,-5,-3
COc1ccccc1CNC(=O)COC(=O)C1=COCCO1,-0.9,5,1,0.7,0.1,0.6,·,-1,-1,4,7
FC(F)(F)c1ccnc(NCc2ccco2)n1,-0.9,-9,-4,2.5,-1.0,-2.5,-6,-4,2,-10,-6
CCOC(=O)C1CCCN(C(=O)COc2ccccc2F)C1 (stereo unspecified),2.5,0,0,3.4,0.8,1.1,-2,-3,0,-5,-2
O=C(CCNC(=O)c1ccc(Br)cc1)Nc1nccs1,1.0,-10,2,0.3,-1.3,0.6,·,3,2,1,-3
COc1cc(C(=O)NC2=C(C#N)CCC2)cc(OC)c1OC,2.0,-2,4,5.5,-0.3,-2.6,17,0,1,6,-5
C=CCSc1nnc(NC(=O)c2ccc(N3CCCC3=O)cc2)s1,2.2,-23,26,2.3,0.4,0.2,0,-3,3,-5,-2
Cc1cc(N2CCN(c3ncccn3)CC2)nc2c(C)cccc12,2.2,-16,0,2.3,0.5,1.4,-3,-7,4,-5,-12
CC(C)(C)OC(=O)N1CCC(c2c(C(=O)NC3CC3)cnn2-c2ccccc2)CC1,-0.1,-4,10,1.8,-0.5,-1.8,-15,2,5,7,-4
COC(=O)CNC(=O)C(NC(=O)c1ccc(Cl)cc1)C(C)C (stereo unspecified),-0.8,12,2,2.2,-3.6,-2.5,-14,2,1,7,3
CCn1c(-c2cc3ccccc3cc2O)n[nH]c1=S,-0.2,10,3,3.6,2.7,-1.8,1,1,-4,1,-4
C=CCc1ccc(OCC(O)CN2CCc3ccccc3C2)c(OC)c1 (stereo unspecified),2.4,-1,-6,2.5,-0.2,-1.6,19,-1,0,6,2
O=C(C1CCCCC1)N(Cc1nc2sc3c(c2c(=O)[nH]1)CCCC3)Cc1cccs1,1.5,7,3,3.4,-2.6,1.4,16,-3,4,12,3
O=C(CSc1nnc2ccccn12)NCc1ccco1,3.6,-4,15,4.4,0.6,0.9,-8,0,-1,10,-15
COc1ccc(NC(=O)C2CCCN2C(=O)NC2CCCCC2)cc1 (stereo unspecified),2.7,28,1,-0.6,1.8,-1.6,12,0,0,-5,-1
Cc1ccc(Cl)cc1N1CCN(Cc2nnnn2C2CCCCC2)CC1,4.3,0,27,4.3,-0.2,1.3,41,-8,0,7,-14
O=c1[nH]cnc2nn(-c3ccccc3)nc12,-3.0,-18,-4,4.7,2.0,-0.3,-4,0,1,4,-6
CCCC[C@H]1COCCS(=O)(=O)N1Cc1cccc([N+](=O)[O-])c1,3.7,-11,-42,2.4,-0.5,0.3,-22,-3,1,-3,0
CC(=O)Nc1ccc(NC(=O)C2CCCN2/C=C/C(=O)C(F)(F)F)cc1 (stereo unspecified),-0.8,-4,-8,3.3,-0.1,-0.4,-3,4,5,5,-1
CC(C)(CNS(=O)(=O)c1ccc2ccccc2c1)N1CCOCC1,2.9,-1,3,2.5,1.0,0.5,36,-1,1,0,0
CCOC(=O)CCS(=O)(=O)c1ccc(-c2ccc(S(=O)(=O)CCC(=O)OCC)cc2)cc1,0.4,-19,4,2.2,1.8,-3.6,9,0,3,10,4
CCCn1c(C(O)c2ccc(OCC)cc2)nc2ccccc21 (stereo unspecified),1.2,-2,7,0.5,-0.2,-0.2,-25,-4,1,-3,7
O=C(O)C1CCN(C(=O)COc2ccc3c4c(c(=O)oc3c2)CCCC4)CC1,2.2,4,1,1.1,-2.1,-2.3,0,0,1,-5,1
O=C(N/N=C/c1ccccn1)c1cccc(NC(=O)c2ccccc2Cl)c1,1.9,-18,4,1.3,-0.9,1.2,10,-3,5,-6,-5
CC1=CC(=O)C=C(C)C1=NOS(=O)(=O)c1ccccc1,·,-8,2,1.3,2.0,·,·,-2,0,0,1
COc1ccc(N2CCN(Cc3cc(=O)c(OCC(=O)NC4CCCC4)co3)CC2)cc1,-2.1,2,-10,3.6,-0.1,-0.3,·,-1,4,-4,3
NNc1nc2sc3c(c2c(=O)n1C1CCCCC1)CCN(Cc1ccccc1)C3,0.5,4,-4,3.4,0.4,0.8,-1,-4,0,0,-2
COc1ccc(C(CNC(=O)c2cccc(S(=O)(=O)Nc3ccc(F)cc3)c2)N2CCCCC2)cc1 (stereo unspecified),·,-6,2,3.0,0.3,·,·,1,-3,-1,-6
Nc1ccc(S(=O)(=O)Nc2cnc3c(Cl)cccc3n2)cc1,·,0,12,4.9,0.1,·,·,-1,0,-21,-1
CCOC(=O)N1CCN(C(=O)CSc2nc(-c3cccc(C)c3)ns2)CC1,-0.2,0,3,-0.9,-0.4,0.6,12,-5,1,-9,-8
COc1ccc(CN(C(=O)c2cc3ccccc3oc2=O)C2CCCCC2)cc1OC,-0.7,5,3,1.7,-0.5,-0.8,65,2,2,-1,-5
CCc1c(C)c2ccc(O)c(CN(C)C)c2oc1=O,0.0,6,-5,1.8,1.6,-1.7,-20,1,0,-9,2
Clc1ncc(CSc2ccccc2)s1,-1.4,11,-2,1.2,-0.3,-1.4,-15,-6,-4,-3,-3
CN(C)S(=O)(=O)c1ccc(C(=O)Nc2ccccc2F)cc1,3.9,-5,-5,·,4.8,1.9,167,0,2,-7,-13
O=C(NCC(=O)N(Cc1cccs1)C(C(=O)NC1CCCC1)c1ccco1)c1cccs1 (stereo unspecified),-0.6,-11,3,1.6,-0.3,-2.7,-10,-1,2,-2,1
CNC(=S)N(CCCN(C)C)Cc1cc2cc3c(cc2[nH]c1=O)OCCO3,-0.1,-3,-1,1.2,0.4,-0.1,-2,-1,1,4,-2
COc1cc(/C=N/NC(=O)c2ccncc2)ccc1OCC(=O)Nc1ccccc1,1.8,-9,4,4.5,0.1,0.9,91,-2,3,4,-5
Cc1ccnc2c1ccc1c(C)ccnc12,39*,-27,8,·,-3.3,37*,189,1,11,-2,-2
Cc1ccccc1OCCCC(=O)Nc1ccc(S(=O)(=O)Nc2onc(C)c2C)cc1,4.2,-15,-2,0.7,1.7,-1.4,249,3,0,14,3
O=C(CNC(=O)c1cccs1)N/N=C/c1ccc(O)cc1O,-0.2,-3,3,0.8,2.5,-3.4,-10,-1,1,-15,-8
COCCNC(=O)CN(C(=O)CCC(=O)Nc1cc(C)on1)c1ccccc1C,1.4,-6,-5,4.0,-0.2,-0.2,96,-1,2,-7,-4
COc1ccc(OC)c(NC(=O)C(Sc2ccccc2)c2ccccc2)c1 (stereo unspecified),3.8,3,-6,4.4,-0.6,1.9,11,-6,-1,12,9
O=C(CSc1nc2scc(-c3ccccc3)c2c(=O)[nH]1)N1CCCCC1,-0.5,-4,1,2.9,1.4,0.8,-8,2,2,0,-2
CCN(CC)S(=O)(=O)c1ccc(C(=O)NCc2nnc(SCC(=O)OC)n2C)cc1,3.6,-10,-2,2.4,-2.6,-0.6,·,3,5,1,-5
S=C(Nc1ccc(Br)cc1Cl)N1CCC2(CC1)OCCO2,-1.8,2,-2,2.9,-2.3,-3.2,14,-4,-1,-2,-2
Clc1ccccc1CNCC1CCCO1 (stereo unspecified),-2.1,-3,-1,1.3,0.1,-0.6,-15,-3,2,-4,-16
COC(=O)[C@@]1(C)[C@H]2C(=O)N(C)C(=O)[C@H]2[C@H]2CN=C(SCc3ccccc3)N21,-1.1,1,-5,-1.8,0.2,-0.5,·,1,0,2,-1
C=CCn1c(C)cc(C(=O)CSc2nnc3c(Cl)cc(Cl)cn23)c1C,0.8,23,?,1.3,0.5,0.9,·,-1,-1,-4,-5
CS(=O)(=O)N1CCc2cc(S(=O)(=O)N3CCCCC3)ccc21,-1.4,-27,4,2.5,0.6,-1.7,-16,1,2,4,3
CN(C)CCN(CC1CCCN(Cc2ccccc2F)C1)C(=O)c1ccc(F)cc1 (stereo unspecified),0.1,14,5,2.6,-0.5,-0.8,4,0,-4,0,-14
Cn1nc(C(=O)NNC(=O)C2CSC3(C)CCC(=O)N23)c2ccccc2c1=O (stereo unspecified),2.0,-2,-3,4.5,0.3,2.6,-1,1,1,-2,-7
Cc1ccc2[nH]c(=O)c(CN(Cc3ccco3)S(=O)(=O)c3c(C)ccc4nsnc34)cc2c1,1.3,-23,7,2.5,-2.8,-0.6,-12,2,9,-17,-18
Cc1ccc(/C=C/C(=O)c2ccc(N3CCOCC3)cc2)s1,-2.5,5,-4,4.9,0.1,-3.9,-14,-1,-2,0,-8
CC(C)c1ccc2[nH]c3nc(SCC(=O)N4CCOCC4)nnc3c2c1,-0.1,17,7,1.2,-3.3,4.1,47,2,7,1,-4
COc1ccc(NC(=O)CC(C)c2ccccc2)c([N+](=O)[O-])c1 (stereo unspecified),3.4,-25,-6,2.0,0.2,0.9,-2,-4,-4,-5,-16
COc1ccc(N2CCN(CCNS(=O)(=O)c3cccc4nsnc34)CC2)cc1,·,-9,3,1.9,-1.1,·,·,0,4,4,7
C=CCn1c(SCC(=O)Nc2cc(OC)c(NC(=O)c3ccco3)cc2OC)nnc1-c1ccncc1,0.2,-3,-5,1.1,-1.2,-1.3,-8,0,0,-12,-3
COc1cc(/C=C(/NC(=O)c2ccccc2Cl)C(=O)O)cc(OC)c1OC,2.4,15,-1,2.3,-0.6,0.3,15,-1,-6,-5,-11
